KCNH2 WT inh – blocks the wildtype human KCNH2 potassium channel | Q12809 | U2OS, BacMam KCNH2, thallium flux FluxOr; hits give low values | activity change, % at 1.84 µM | 340,000 compounds, 0.37% hits;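 active = maximum activity change below -70%; inconclusive = maximum activity change between -70% and -50%; inactive = maximum activity change above -50%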; also: % is scaled to controls: 0 for no effect and ±100 for the full control effect
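U2OS cells transduced with wild-type KCNH2 virus are loaded with FluxOr dye for 45 min, and thallium flux is measured in kinetic reads before and after stimulation buffer. Rate constants are normalized to DMSO controls.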
MLL CXXC-DNA inh – blocks binding of human MLL CXXC domain to DNA; Potency, µM (series often up to 115 µM), for the others: at the top dose activity change, negative = inhibition, actives largely listed as inhibitors; Q03164; 290,000 compounds, 0.037% hits; MLL-CXXC / FITC-HOXA9 DNA fluorescence polarization; active = well fitted inhibition curve with a large enough effect in the polarisation, with a control signal flat, not every such curve was filed as active; inconclusive = small, poorly fitted or top-dose-only effect, or effect the other way, or a change in a side signal; inactive = no such curve, though single readings can be large or run the other way; the % refers to the polarisation; also: potency is read from the fitted curve at half-maximal effect
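Fluorescence polarization: 7 uM MLL-CXXC (stock) preincubated 5 min with compounds, then 50 nM fluorescein-HOX-A9 DNA (stock) added; 30 min ambient. Buffer 50 mM Tris-HCl pH 7.5, 50 mM NaCl, 1 mM DTT, 0.05% BSA.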
a7 integrin act – integrin-mediated muscular dystrophy alleviation activation | alpha7betagal myoblasts, beta-gal FDG fluorescence, 48 h | AID 624291 | Potency, µM (titrated, usually from 38.3 µM), without a hit: at the top dose activation, most hits filed as activators | 350,000 compounds, 0.064% hits;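 also: potency is read from the fitted curve at half-maximal effect; 100% = response of the positive control SU9516; nearly all actives have a fitted effect of over 60% in size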
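Alpha7betagal+/- myoblasts (passage 13) were plated 16-24 hr, then exposed to compounds (1:260 dilution of DMSO stock) for 48 hours at 37C. After MPER lysis, β-galactosidase reporter activity was read as FDG fluorescence (ex 480/em 540) after 30 minutes.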
MBNL1 CUG block – inhibitors of human MBNL1 binding to CUG repeat RNA. TR-FRET MBNL1-His/biotin-(CUG)12 binding, 665/545 ratio. Q9NR56. Potency, µM (top dose mostly 57.5 µM), inactives show top-dose activity change, negative = inhibition, most hits filed as inhibitors. 280,000 compounds, 0.036% hits; active = well fitted inhibition curve with a large enough effect in the signal ratio, with a control signal flat, not every such curve was filed as active; inconclusive = small, poorly fitted or top-dose-only effect, or effect the other way, or a change in a side signal; inactive = no such curve, though single readings can be large or run the other way; the % refers to the signal ratio; also: potency is read from the fitted curve at half-maximal effect; % is scaled to controls: 0 for no effect and ±100 for the full control effect
Target sequence (Q9NR56 whole entry, looked up): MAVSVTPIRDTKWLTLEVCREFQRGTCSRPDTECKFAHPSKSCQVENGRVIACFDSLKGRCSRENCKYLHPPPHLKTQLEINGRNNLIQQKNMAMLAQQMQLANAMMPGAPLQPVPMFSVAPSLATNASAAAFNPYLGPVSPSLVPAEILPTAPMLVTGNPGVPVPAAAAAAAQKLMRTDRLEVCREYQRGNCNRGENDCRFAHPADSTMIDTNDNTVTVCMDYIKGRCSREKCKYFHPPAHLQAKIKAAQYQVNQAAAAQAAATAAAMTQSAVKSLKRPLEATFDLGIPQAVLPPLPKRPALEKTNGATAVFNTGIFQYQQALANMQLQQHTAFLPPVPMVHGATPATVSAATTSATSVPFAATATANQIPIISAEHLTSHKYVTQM
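TR-FRET readout: Ex 340 nm, 665/545 nm emission ratio, normalized to buffer-only (basal) and MBNL1-(CUG)12 controls. Complex of MBNL1-His with Biotin-(CUG)12, compounds 92 nM–58 uM, incubated 60 min at room temperature.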
S-ASM inh – inhibitors of human secretory acid sphingomyelinase | P17405 | placental ASM, HMU-PC fluorogenic substrate, 60 min | Potency, µM (top dose mostly 57.5 µM), for the others: top-dose activity change, negative = inhibition, hits mostly inhibitors | 340,000 compounds, 0.006% hits | AID 504937; also: potency is read from the fitted curve at half-maximal effect
Target sequence (P17405 47-631 limits assumed): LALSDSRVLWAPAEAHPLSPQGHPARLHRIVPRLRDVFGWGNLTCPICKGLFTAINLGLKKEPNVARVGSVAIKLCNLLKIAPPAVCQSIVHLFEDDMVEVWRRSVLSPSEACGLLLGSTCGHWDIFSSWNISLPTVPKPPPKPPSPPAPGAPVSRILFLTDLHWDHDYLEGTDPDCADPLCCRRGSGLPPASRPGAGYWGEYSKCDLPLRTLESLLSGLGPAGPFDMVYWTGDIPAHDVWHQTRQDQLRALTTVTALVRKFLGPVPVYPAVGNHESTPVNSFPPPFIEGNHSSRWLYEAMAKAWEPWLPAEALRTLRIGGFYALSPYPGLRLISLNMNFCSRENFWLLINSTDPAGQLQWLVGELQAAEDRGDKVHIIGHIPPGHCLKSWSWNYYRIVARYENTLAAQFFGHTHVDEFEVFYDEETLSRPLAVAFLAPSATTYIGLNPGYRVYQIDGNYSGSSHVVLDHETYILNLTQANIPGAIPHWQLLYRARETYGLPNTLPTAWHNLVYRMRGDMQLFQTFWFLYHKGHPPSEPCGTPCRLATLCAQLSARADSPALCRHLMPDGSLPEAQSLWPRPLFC
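Steps: dispense placental human ASM, pin compound, wait 10 min at room temperature, add HMU-PC0 substrate at 9 uM final, incubate 60 min at 37 °C, add stop solution raising pH to 10, read fluorescence.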
KCNH2 3.1 block – KCNH2 3.1 (human) potassium channel inhibition; U2OS KCNH2 3.1, thallium flux FluxOr; hits give low values; activity change, % (tested at about 1.8 µM); 340,000 compounds, 0.95% hits;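 active = maximum activity change below -70%; inconclusive = maximum activity change from -70% to -50%; inactive = maximum activity change above -50%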;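 also: thallium influx rate constant from kinetic fluorescence after stimulation buffer; % is scaled to controls: 0 for no effect and ±100 for the full control effect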
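Thallium flux via FluxOr fluorescence (Red40 quencher, 45 min loading) in U2OS cells virally expressing the KCNH2 3.1 isoform (1.77 x 10^8 /mL virus, overnight at 37 C). Rate constants from 2-min kinetic reads post-stimulation, normalised to positive and negative controls.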
AT treatment – candidate therapy for ataxia-telangiectasia; 320,000 compounds, 0.19% hits; […] A-T fibroblasts, KAP-1 phosphorylation AlphaLISA; neocarzinostatin DNA damage 30 min before lysis; Potency, µM (titrated, usually from 57.5 µM), inactives show at the highest dose activation, most hits filed as activators; AID 485349; also: potency is read from the fitted curve at half-maximal effect; % of control where 0% means no effect; nearly all actives have a fitted effect of over 45% in size
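ATM-like activity read as KAP-1 phosphorylation via AlphaLISA donor/acceptor antibody pairs after lysis and 6 hr at 25C. Cells were ATM-null patient fibroblasts ([…], hTERT), dosed 60 min, then exposed to the DSB inducer NCS for 30 min.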
GALK inh – blocks human galactokinase activity; Potency, µM (highest dose often 57.5 µM), for the others: at the top dose activity change, negative = inhibition, actives largely listed as inhibitors; P51570; AID 1868; Purified GALK, Kinase-Glo residual ATP luminescence; 270,000 compounds, 0.007% hits; also: potency is read from the fitted curve at half-maximal effect; % is scaled to controls: 0 for no effect and ±100 for the full control effect
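Galactose (100 uM) and ATP (35 uM) were turned over by 5 nM GALK for 1 h at RT. Kinase-Glo Plus then converted the remaining ATP into a luminescent signal.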
TRPV1 agonist – activates the human vanilloid receptor TRPV1; TRPV1-expressing cells, Fluo-8 calcium influx, agonist mode; 320,000 compounds, 0.19% hits; Q8NER1; activation, % at 8.33 µM; in the data active = activation above about 80%; inconclusive = between about 30% and that limit; also: 0% is about no effect
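TRPV1-expressing cells were cultured overnight at 35.5C and loaded with Fluo-8 calcium dye for 40 to 90 min at room temperature. After a 10 s baseline, compound was added and calcium influx was read kinetically for 3 min (ex 480/em 520 nm).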
FBPA coupling cs – inhibits coupling enzyme system, counter-screen for aldolase hits; coupling enzyme system counterscreen, AmpLite Red fluorescence; activity change, negative = inhibition, % at 58.2 µM, hits read low; 290,000 compounds, 0.67% hits; AID 2472; in the data active = activity change below about -30%; also: % is scaled to controls: 0 for no effect and ±100 for the full control effect
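Coupling enzymes only (glyceraldehyde-3-phosphate) + compound, at 57.5 uM final, 10 min RT; add substrate/coupling/AmpLite Red mix, 20 min RT; fluorescence ex 525/em 598 nm. Actives flag coupling-system interference.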
Numbers without * were called inactive; ? = inconclusive; . = not tested or not shown; [ ] = remark or other dose. Unless noted, calls follow the shape of the dose curve; as a rule, active = well fitted curve in the direction sought with a large enough effect; inconclusive = small, poorly fitted or top-dose-only effect, or another doubt; inactive = no such curve, though single readings can be large; an effect the other way counts as inactive or inconclusive.

SMILES	KCNH2 WT inh	MLL CXXC-DNA inh	a7 integrin act	MBNL1 CUG block	S-ASM inh	KCNH2 3.1 block	AT treatment	GALK inh	TRPV1 agonist	FBPA coupling cs
Cc1nnc(NC2=NCCCCC2)o1	1	-1%	8%	-3%	-1%	2	6%	-3%	-7	1
COc1ccc(-n2nc3c(c2NC(=O)c2c(F)cccc2Cl)CS(=O)C3)cc1 (stereo not given)	-4	8%	9%	-1%	2%	-78*	-4%	1%	24	3
CCOC(=O)c1sc2nc(CC(=O)OC)nc(N3CCN(c4ccc(OC)cc4)CC3)c2c1C	5	-5%	-32%	7%	-25%	-20	0%	1%	-3	6
CCCc1cc(=O)[nH]c2nnc(SCC(=O)Nc3nnc(SCC)s3)n12	0	.	-1%	.	-1%	9	0%	.	1	.
O=C(O/N=C\c1ccc(N2CCCCC2)c([N+](=O)[O-])c1)c1ccc(Cl)cc1Cl	3	-5%	2%	20%	-5%	-15	4%	.	0	-1
CCn1c(C)cc(C(=O)COC(=O)c2cccnc2SC)c1C	9	.	-1%	.	-2%	10	-11%	.	.	.
COCC1CCN(C(=O)C2CCC(=O)N(CC3CCCCC3)C2)CC1 (stereo not given)	-7	22%	7%	0%	0%	-4	1%	-4%	2	.
ON1C2CCCCC2N(O)C1c1c(F)c(F)c(F)c(F)c1F (stereo not given)	12	1%	-49%[inhibitor]	1%	-4%	-15	-11%	1%	0	3
CC1CN(C(=O)N2CCCCC2)CCN1C(=O)N1CCCCC1 (stereo not given)	8	-3%	-27%	-1%	3%	9	4%	14%	5	-1
CCOC(=O)C1(CC2CC2)CCN(S(=O)(=O)C[C@]23CC[C@H](CC2=O)C3(C)C)CC1	5	-7%	2%	7%	2%	-17	-3%	5%	22	-2
CCOCCCNC(=O)Cn1cnc2c(cnn2-c2ccc(F)cc2)c1=O	11	4%	0%	-5%	-1%	-1	2%	3%	-1	-2
O=c1cccccc1NCc1ccccc1	0	-3%	-5%	?	4%	-1	-3%	1%	-2	-39*
Cn1c(SCC(=O)Nc2ccccc2)nc2c([nH]c3ccccc32)c1=O	22	16%	12%	1%	-9%	-9	0%	8%	-1	1
O=C(O)C1(S(=O)(=O)CCC(F)=C(F)F)CC1	-2	12%	-6%	-11%	4%	-1	3%	5%	2	0
CC1CCC(C(=O)NC(C(=O)N2CCC(N3CCCCC3)CC2)C(C)C)CC1 (stereo not given)	10	8%	-20%	-3%	1%	9	-7%	-3%	0	3
Cc1ccc(S(=O)(=O)N2[C@@H](c3ccc(Cl)cc3)C(C(=O)O)=C[C@H]2CC2CCCC2)cc1	-6	.	18%	.	1%	?	7%	.	.	.
COc1ccc(-c2cc3ncnc(Cl)c3s2)cc1	3	45%[activator]	-2%	?	50%[activator]	5	-11%	14%	0	0
COc1ccccc1C1NC(=O)NC(C)=C1C(=O)OCc1ccccc1 (stereo not given)	-4	0%	14%	9%	1%	22	24%	-6%	-1	-4
COc1ccccc1CNC(=O)CCNC(=O)N1CC(=O)Nc2ccccc21	-1	11%	?	-1%	2%	1	-4%	2%	1	.
CC(=O)c1ccc(N2CCN(C(=S)NCCCN(C)C)CC2)cc1	1	4%	0%	-12%	3%	1	-2%	7%	-2	0
CC(C)OCCCNC(=S)NNC(=O)c1ccc(Cl)c(Cl)c1	-8	20%	22%	-18%	-2%	0	4%	0%	10	3
CC(=O)c1ccc(OCc2cn(CC(=O)c3ccc(O)cc3)nn2)cc1	-32	.	1%	.	2%	8	.	.	.	.
CC(C)N1CCC(N2CCN(C3CCCCCC3)CC2CCO)CC1 (stereo not given)	12	0%	-48%[inhibitor]	-12%	9%	1	-3%	7%	-3	2
Cc1ccc(S(=O)(=O)N2CCOCC2)cc1NC(=O)COC(=O)c1ccc2c(c1)OCO2	-17	3%	-5%	6%	0%	11	4%	-1%	3	1
Nc1c(Cl)ncnc1Nc1ccc(C(=O)O)cc1	-2	.	-1%	.	3%	0	.	.	.	.
COc1cccc(CN2CCSCC2)c1	3	0%	-14%	4%	0%	17	.	1%	-3	0
CCCCNC(=O)CCn1c(=O)c2ccccc2n(CC(=O)N2CC(C)CC(C)C2)c1=O (stereo not given)	17	1%	9%	-2%	0%	.	-2%	0%	-6	2
COc1ccccc1NC(=O)CN(c1ccccc1)S(=O)(=O)c1ccccc1	-15	5%	42%	0%	-7%	2	0%	1%	?	1
C=C1CC(COc2cc(=O)oc3ccccc23)(c2ccccc2)OC1=O (stereo not given)	20	.	-56%[inhibitor]	.	-8%	-12	.	.	.	.
O=C(Nc1ccc2c(c1)C(=O)N(c1ccccc1)C2=O)C1CCCO1 (stereo not given)	-14	-3%	-19%[7.66 µM]	?	-1%	-6	-2%	-1%	1	1
Cc1ccc(-c2nc(NCc3ccco3)n(C(=O)c3ccco3)n2)cc1	8	52%[activator]	-23%	-1%	13%	-32	1%	-3%	7	-3
CCOC(=O)c1cc(C(=O)c2cccs2)n2ccc(C(C)=O)cc12	1	-9%	-13%	52%[activator]	92%[activator]	10	.	0%	20	2
COc1ccc(OC)c(S(=O)(=O)N2CCC(C(=O)Nc3cccc(C(F)(F)F)c3)CC2)c1	2	4%	-9%	-9%	-10%	.	-4%	-6%	14	0
COC(=O)c1ccc(N2CCOCC2)c(NC(=O)c2ccco2)c1	0	3%	1%	-1%	-1%	-10	19%	-2%	15	.
COc1ccc(S(N)(=O)=O)cc1C(=O)NCCCN1CCN(c2ccc(C)cc2)CC1	-33	3%	-12%	-1%	-2%	-2	-2%	.	-1	2
C[C@H]1CN([C@@H](C)CO)C(=O)c2cccc(NC(=O)C3CC3)c2O[C@H]1CN(C)S(=O)(=O)c1ccccc1	-2	.	2%	.	2%	5	10%	.	.	.
CC(C)C(=O)Nc1cccc(C(=O)OCC(=O)c2ccc(Cl)cc2Cl)c1	4	15%	-8%	-3%	0%	12	4%	-2%	3	-1
CSc1ncccc1C(=O)NC(C)C1CC2CCC1C2 (stereo not given)	4	-2%	-8%	-2%	2%	24	-4%	7%	3	0
O=C(c1ccc(C(F)(F)F)cc1)C1CCCN(C(=O)CCN2CCCO2)C1 (stereo not given)	9	2%	-21%	3%	-2%	.	1%	10%	4	1
C1CN(c2nc3nonc3n3nnnc23)CCO1	-7	-2%	20%	?	1%	7	8%	3%	-1	3
Cc1ccc(NC(=O)CSc2nn(-c3ccc(Cl)cc3)c(=S)s2)cc1S(=O)(=O)N(C)C	-5	17%	9%	.	-8%	-17	7%	1%	-1	0
O=C(COc1ccccc1)Nc1ccc(Cl)c(-c2nc3ncccc3o2)c1	-8	7%	12%	12%	0%	-3	.	-1%	5	2
O=C(CSCc1nc2ccccc2[nH]1)Nc1ccc2ccccc2c1	-4	2%	-19%	8%	-2%	7	6%	1%	?	1
COc1ccc(OC)c(/C=C/C(=O)OCC(=O)NCc2ccccc2)c1	5	.	17%	.	426%[activator]	-14	-1%	.	.	.
O=C1NC[C@@H](Cc2cccc3ccccc23)N(CC2(c3ccccc3)CC2)C1=O	3	-9%	-13%	3%	-20%	-16	0%	5%	2	-7
O=C(CN1CCC(C(=O)c2ccc(F)cc2)CC1)Nc1ccc(F)cc1	15	5%	-40%	1%	8%	12	-2%	0%	?	4
Clc1ccc(-c2nnc(CNC3CC3)o2)cc1	.	9%	-57%[inhibitor]	.	8%	-7	-9%	1%	-2	4
Cc1ccc(C)n1NC(=O)c1cccs1	0	-7%	20%	1%	-1%	20	3%	1%	-6	0
C=CCNC(=S)NNc1nc(N2CCCC2)nc(N2CCCC2)n1	13	0%	-5%	-9%	0%	-6	-6%	.	-2	2
Cc1ccccc1NS(=O)(=O)c1ccc(NC(=O)c2ccco2)cc1	-8	0%	3%	-3%	-2%	-4	5%	0%	-6	-16

Full records from above. Values in the order: KCNH2 WT inh, MLL CXXC-DNA inh, a7 integrin act, MBNL1 CUG block, S-ASM inh, KCNH2 3.1 block, AT treatment, GALK inh, TRPV1 agonist, FBPA coupling cs
Cc1ccc(NC(=O)CSc2nn(-c3ccc(Cl)cc3)c(=S)s2)cc1S(=O)(=O)N(C)C is entered as -5, 17%, 9%, ., -8%, -17, 7%, 1%, -1, 0
Cc1ccccc1NS(=O)(=O)c1ccc(NC(=O)c2ccco2)cc1 is entered as -8, 0%, 3%, -3%, -2%, -4, 5%, 0%, -6, -16
O=C(CN1CCC(C(=O)c2ccc(F)cc2)CC1)Nc1ccc(F)cc1 is entered as 15, 5%, -40%, 1%, 8%, 12, -2%, 0%, ?, 4
O=C1NC[C@@H](Cc2cccc3ccccc23)N(CC2(c3ccccc3)CC2)C1=O is entered as 3, -9%, -13%, 3%, -20%, -16, 0%, 5%, 2, -7
